TLR4-MyD88 BLA: blocks binding of human TLR4 to MyD88. O00206+Q99836. HeLa CL3-4 TLR4/MyD88 BLA complementation, FRET ratio. inhibition, % at 8.4 µM. 200,000 compounds, 0.18% hits. AID 861; in the data active means inhibition above about 25%;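 further: 0% = vehicle and 100% = reference inhibitor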
Target sequence (O00206 whole entry, looked up): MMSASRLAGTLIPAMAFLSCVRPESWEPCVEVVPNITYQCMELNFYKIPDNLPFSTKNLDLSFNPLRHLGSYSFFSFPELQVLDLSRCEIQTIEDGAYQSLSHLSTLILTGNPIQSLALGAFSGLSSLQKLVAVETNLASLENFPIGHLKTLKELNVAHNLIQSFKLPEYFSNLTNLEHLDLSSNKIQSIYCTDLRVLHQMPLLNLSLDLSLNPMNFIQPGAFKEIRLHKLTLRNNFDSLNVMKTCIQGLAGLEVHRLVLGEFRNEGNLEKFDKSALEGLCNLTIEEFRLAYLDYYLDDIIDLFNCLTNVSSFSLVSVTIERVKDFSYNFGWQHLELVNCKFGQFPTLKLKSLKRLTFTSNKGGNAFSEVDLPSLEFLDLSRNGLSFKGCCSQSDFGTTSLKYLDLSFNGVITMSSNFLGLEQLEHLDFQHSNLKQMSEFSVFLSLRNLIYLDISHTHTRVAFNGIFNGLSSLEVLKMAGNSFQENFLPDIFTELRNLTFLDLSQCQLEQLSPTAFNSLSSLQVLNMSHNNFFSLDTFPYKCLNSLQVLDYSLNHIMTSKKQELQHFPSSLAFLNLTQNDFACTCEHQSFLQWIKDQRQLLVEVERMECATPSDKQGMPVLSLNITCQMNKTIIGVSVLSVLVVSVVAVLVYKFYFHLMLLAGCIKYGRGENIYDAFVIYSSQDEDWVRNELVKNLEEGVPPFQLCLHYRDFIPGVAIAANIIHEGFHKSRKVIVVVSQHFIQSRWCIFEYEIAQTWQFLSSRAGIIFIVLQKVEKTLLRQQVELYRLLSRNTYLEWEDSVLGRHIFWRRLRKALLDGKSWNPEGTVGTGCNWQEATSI
Target sequence (Q99836 whole entry, looked up): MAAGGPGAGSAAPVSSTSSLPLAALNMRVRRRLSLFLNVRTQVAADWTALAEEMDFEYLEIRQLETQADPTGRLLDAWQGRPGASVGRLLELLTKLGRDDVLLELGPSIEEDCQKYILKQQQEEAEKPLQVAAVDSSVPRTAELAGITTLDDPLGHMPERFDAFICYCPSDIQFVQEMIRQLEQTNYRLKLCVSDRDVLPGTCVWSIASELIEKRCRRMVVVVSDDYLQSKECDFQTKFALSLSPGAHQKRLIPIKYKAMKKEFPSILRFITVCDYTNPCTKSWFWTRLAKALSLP
STAT1 activator: increases IFN-gamma driven STAT1 reporter signal | 200,000 compounds, 2.6% hits | activation (% of control), % at 5.5 µM | NIH 3T3 STAT1-luciferase reporter, luminescence; 100% = IFN-gamma alone, no compound | AID 932;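 active means activation above the screen-wide mean activation plus 3 SD, cut at about 130% in these data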;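 further: raw ratio to IFN-gamma control signal so 100% means no change and 0% no light; values of inactives mirror those of a sister screen read the other way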
STAT1 blocker: STAT1 signaling inhibition | NIH 3T3 STAT1-luciferase reporter, IFN-gamma, luminescence | inhibition, % at 5.5 µM | 200,000 compounds, 0.35% hits | AID 920;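 active means inhibition above a set limit, the mean inhibition across all tested compounds plus 3 SD, cut at about 34% in these data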;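 further: 0% = IFN-gamma with DMSO and 100% = IFN-gamma with 300 µM nifuroxazide; values of inactives mirror those of a sister screen read the other way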
Diaph inh CS: diaphorase inhibition or chemical oxidation counter-screen | diaphorase resazurin-to-resorufin fluorescence, NADH, 16 min; bacterial (C. kluyveri) enzyme, not human | inhibition, % at 20 µM | 190,000 compounds, 0.69% hits | AID 1217;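 active means primary screen inhibition at 20 µM above a set limit, cut at about 50% in these data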;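 further: plate controls were DMSO with full reaction for no effect and wells lacking NADH for full effect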
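System: Bacterial diaphorase enzyme (C. kluyveri) | Incubation: 16-min room-temperature incubation before reading | Benchmarks: No-NADH positive control and DMSO neutral control | Measured by: Resorufin fluorescence 544/590 nm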
Hsp70 activator: Hsp70 transcriptional activation, primary screen; HeLa Hsp70 promoter luciferase reporter, luminescence; scaled: vehicle 0, proteasome-inhibitor control 100%; activation, % at 10 µM; 200,000 compounds, 0.04% hits;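 active means activation above the mean across all tested compounds plus 3 SD, cutoff set per campaign, cut at about 5.5% in these data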;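 further: 100% = MG132 at 30 µM as the positive control and 0% = DMSO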
APP transl inh: APP translation inhibition; SH-SY5Y APP 5'UTR-luciferase reporter, luminescence; inhibition, % at 2 µM; 190,000 compounds, 0.82% hits; AID 1285;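 active means inhibition above a set limit, derived from the sample mean plus 3 SD, cut at about 45% in these data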; further: values of inactives mirror those of a sister screen read the other way
G6PDH counter: L. mesenteroides G6PDH inhibition counter-screen | 200,000 compounds, 0.12% hits | inhibition, % at 5 µM | Purified L. mesenteroides G6PDH, diaphorase/resazurin coupled fluorescence, 45 min; in the data active means inhibition above about 50%
STAT3 act: increases IL-6 driven STAT3 reporter signal; AID 871; activation (% of control), % at 5.6 µM; U3A cells, IL-6 STAT3-luciferase reporter, luminescence; 100% = signal with IL-6 EC80 alone; 190,000 compounds, 0.91% hits;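 active means activation above the screen-wide mean of compound activation plus 3 SD, cut at about 130% in these data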;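 further: 0% = background luminescence of wells with medium and substrate only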
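system = STAT3-luciferase reporter U3A cells | reagent = IL-6 stimulus at 33 ng/mL final | timing = 1 h compound pre-exposure, 6 h IL-6 stimulation, 37 °C | measured by = luminescence | evaluation = % activation versus median of IL-6-stimulated wells | control set = IL-6-only wells as 100% reference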
Diaph act CS: diaphorase activation or chemical reduction counter-screen; Diaphorase/resazurin coupled assay, resorufin fluorescence, 16 min; active compounds read high; 1 = vehicle wells, 0 = NADH-free wells; activation factor at 20 µM; 190,000 compounds, 0.005% hits;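 active means diaphorase activity raised at least twofold by the compound at 20 µM; inactive means activation factor below 2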
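Material: Purified diaphorase enzyme from Clostridium kluyveri | Buffer or medium: 50 mM HEPES pH 7.4 with 4.542 mM MgCl2, 0.005% Tween 20 | Times: 16 min enzyme reaction, ambient temperature | Signal: Red resorufin fluorescence at 544/590 nm excitation/emission | Measure: Increased resorufin signal from activators or reducing compounds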
STAT3 inh: inhibitors of IL-6 induced STAT3 signaling | AID 862 | inhibition, % at 5.5 µM | 190,000 compounds, 0.89% hits | U3A cells, IL-6 STAT3-luciferase reporter, luminescence; host cell line lacks STAT1;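 active means inhibition above the mean inhibition across all screened compounds plus 3 SD, cut at about 44% in these data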;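 further: 0% = DMSO only wells and 100% = 100 µM nifuroxazide control wells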
* hit, by the source's call; . = no result given.

No. | structure | TLR4-MyD88 BLA | STAT1 activator | STAT1 blocker | Diaph inh CS | Hsp70 activator
1 | NC(=O)c1ccc(C(F)(F)F)n(Cc2cccc(Cl)c2)c1=O | -5 | 94 | 6 | -9 | -0.5
2 | O=C(N/N=C/c1cn(-c2ccccc2)nc1-c1cc2ccccc2o1)c1ccccc1Br | 15 | 120 | -22 | 2 | -0.1
3 | COc1ccc2cc(-c3nc4ccccc4n3C)c(=O)oc2c1 | 1 | 155* | -53 | -6 | 0.1
4 | O=C(c1cc(F)ccc1F)C1CCCN(C(=O)CCN2CCCCO2)C1 (centres undefined) | 0 | 97 | 1 | 5 | -0.4
5 | CCCCOC(=O)Nc1cc(Cl)ccc1C | -4 | 107 | -8 | -8 | -0.2
6 | Cc1cc(C(=O)Nc2cccnc2Cl)on1 | 1 | 102 | -3 | 12 | -0.3
7 | Cc1ccc2c(CC(=O)OC(C)C(=O)NCc3ccc4c(c3)OCO4)coc2c1 (centres undefined) | -5 | 101 | -1 | 16 | -0.1
8 | CC1CCN(c2c(NCc3ccc(C(=O)NCc4cccnc4)cc3)c(=O)c2=O)CC1 | 8 | 114 | -14 | 17 | -0.3
9 | O=C(COc1cccc(NC(=O)c2ccco2)c1)c1ccccc1 | 2 | 112 | -13 | 1 | -0.1
10 | CCCc1nc2ccccc2c(=O)n1NC(=O)c1c(O)c2ccccc2[nH]c1=O | 13 | 89 | 12 | -2 | -0.5

No. | APP transl inh | G6PDH counter | STAT3 act | Diaph act CS | STAT3 inh
1 | -12 | 6 | 101 | 1.1 | 6
2 | -188 | -22 | 93 | 1 | 11
3 | -92 | -4 | 103 | 1.1 | 0
4 | -6 | -3 | 105 | 1 | -3
5 | -24 | 6 | 95 | 1.1 | 8
6 | 6 | 2 | 96 | 0.9 | 6
7 | 0 | 7 | 101 | 0.8 | 2
8 | -31 | -1 | 110 | 0.8 | -12
9 | -24 | 2 | 95 | 1 | 10
10 | 0 | 8 | 80 | 1 | 30

The results go on:
No. | structure | TLR4-MyD88 BLA | STAT1 activator | STAT1 blocker | Diaph inh CS | Hsp70 activator
11 | O=S(=O)(/N=C(\Sc1ccc(Cl)cc1)c1ccccc1)c1ccccc1 | -1 | 97 | 3 | 12 | -0.3
12 | COc1cc(C(=O)Nc2ccc3oc(-c4cccnc4)nc3c2)cc(OC)c1OC | 3 | 94 | 6 | 0 | -0.2
13 | CCCSc1cc(NCCOC(=O)CCC)c([N+](=O)[O-])c2nonc12 | 7 | 107 | -8 | 51* | -0.4
14 | COCCN(CC(=O)Nc1cccc(C)c1)S(=O)(=O)c1ccc(S(=O)(=O)N2CCCC2)cc1 | -3 | 92 | 9 | 5 | -0.1
15 | Cn1c(=O)c2c(nc(SCC(=O)O)n2Cc2cccc(C(F)(F)F)c2)n(C)c1=O | 1 | 100 | 0 | 24 | -0.4
16 | CCOC(=O)c1[nH]cnc1C(=O)Nc1ccccc1OC | 0 | 112 | -15 | 9 | -0.2
17 | COC(=O)c1sc(NC(=S)NC(=O)c2ccccc2C)nc1C | -7 | 116 | -19 | 23 | 0.4
18 | CCCn1c(SCC(=O)Nc2cc(C)on2)nc2c1c(=O)n(C)c(=O)n2C | 7 | 96 | 4 | . | -0.3
19 | Cc1ccc(CN2CCC(N3CCC(C(=O)NCC4CCCO4)CC3)CC2)o1 (centres undefined) | -6 | 100 | -2 | 1 | 0.2
20 | Cc1c(C(=O)N2CCN(c3ccccn3)CC2)sc2ncnc(N3CCN(c4ccccc4)CC3)c12 | 3 | 97 | 4 | . | -0.3

No. | APP transl inh | G6PDH counter | STAT3 act | Diaph act CS | STAT3 inh
11 | 3 | 1 | 106 | 0.9 | -5
12 | -11 | -2 | 85 | 1 | 24
13 | 11 | -12 | 106 | 0.5 | -6
14 | -8 | 5 | 102 | 1 | -1
15 | -5 | 0 | 109 | 0.8 | -10
16 | -4 | 20 | 87 | 0.9 | 18
17 | -7 | 8 | 98 | 0.8 | 7
18 | -16 | . | 100 | . | 4
19 | -6 | 13 | 106 | 1 | 0
20 | -5 | . | 103 | . | 1

7 consecutive compounds out of the list so far, for reference:
No. | structure | TLR4-MyD88 BLA | STAT1 activator | STAT1 blocker | Diaph inh CS | Hsp70 activator
11 | O=S(=O)(/N=C(\Sc1ccc(Cl)cc1)c1ccccc1)c1ccccc1 | -1 | 97 | 3 | 12 | -0.3
12 | COc1cc(C(=O)Nc2ccc3oc(-c4cccnc4)nc3c2)cc(OC)c1OC | 3 | 94 | 6 | 0 | -0.2
13 | CCCSc1cc(NCCOC(=O)CCC)c([N+](=O)[O-])c2nonc12 | 7 | 107 | -8 | 51* | -0.4
14 | COCCN(CC(=O)Nc1cccc(C)c1)S(=O)(=O)c1ccc(S(=O)(=O)N2CCCC2)cc1 | -3 | 92 | 9 | 5 | -0.1
15 | Cn1c(=O)c2c(nc(SCC(=O)O)n2Cc2cccc(C(F)(F)F)c2)n(C)c1=O | 1 | 100 | 0 | 24 | -0.4
16 | CCOC(=O)c1[nH]cnc1C(=O)Nc1ccccc1OC | 0 | 112 | -15 | 9 | -0.2
17 | COC(=O)c1sc(NC(=S)NC(=O)c2ccccc2C)nc1C | -7 | 116 | -19 | 23 | 0.4

No. | APP transl inh | G6PDH counter | STAT3 act | Diaph act CS | STAT3 inh
11 | 3 | 1 | 106 | 0.9 | -5
12 | -11 | -2 | 85 | 1 | 24
13 | 11 | -12 | 106 | 0.5 | -6
14 | -8 | 5 | 102 | 1 | -1
15 | -5 | 0 | 109 | 0.8 | -10
16 | -4 | 20 | 87 | 0.9 | 18
17 | -7 | 8 | 98 | 0.8 | 7

The list continues:
No. | structure | TLR4-MyD88 BLA | STAT1 activator | STAT1 blocker | Diaph inh CS | Hsp70 activator
21 | COc1cc(-n2c(=O)c3ccccc3n(CC(=O)c3ccccc3)c2=O)cc(OC)c1OC | -4 | 103 | -5 | -4 | 0.2
22 | CCOC(=O)N1CCN(Cc2nc(N)nc(Nc3ccc(C)cc3)n2)CC1 | 11 | 99 | 2 | 4 | -0.1
23 | CCOc1ccc(OCC)c(NC(=O)C2COc3ccccc3O2)c1 (centres undefined) | -7 | 112 | -13 | 6 | -0.2
24 | Cc1cccc(C(=O)NNC(=O)c2cccc([N+](=O)[O-])c2)c1 | -11 | 104 | -5 | 11 | -0.2
25 | Cc1ccc(-n2nc(C)c3c(C)c(CCC(=O)NCc4ccco4)c(C)nc32)cc1 | . | . | . | 27 | .
26 | COc1ccc(-c2csc(Nc3cccnc3)n2)cc1OC | 9 | 123 | -25 | 7 | 0.1
27 | COCCNC(=O)CN(C(=O)CCC(=O)Nc1ccccn1)c1ccc(F)cc1 | -17 | 103 | -3 | 19 | -0.3
28 | O=S(=O)(c1ccc(-c2nnc(SCc3ccccc3)o2)cc1)N1CCCC1 | 6 | 102 | -2 | 14 | 0.3
29 | O=C(NC(=S)NCC1CCCO1)C(c1ccccc1)c1ccccc1 (centres undefined) | -1 | 102 | -3 | 13 | -0.3
30 | O=c1oc(-c2cccs2)nc2sc3c(c12)CCCCC3 | -10 | 99 | 1 | 22 | -0.1

No. | APP transl inh | G6PDH counter | STAT3 act | Diaph act CS | STAT3 inh
21 | 5 | 6 | 92 | 1 | 12
22 | -8 | 1 | 96 | 1 | 2
23 | 2 | 1 | 92 | 0.9 | 14
24 | 3 | 1 | 104 | 0.9 | -2
25 | -10 | 0 | . | 0.7 | .
26 | -22 | 16 | 85 | 0.9 | 20
27 | 0 | 6 | 102 | 0.8 | 7
28 | 0 | -3 | 112 | 0.9 | -12
29 | 8 | -6 | 94 | 0.9 | 12
30 | -77 | 11 | 106 | 0.8 | 1

Next structures.
No. | structure | TLR4-MyD88 BLA | STAT1 activator | STAT1 blocker | Diaph inh CS | Hsp70 activator
31 | Cc1cccc2c1N(C(=O)CN1C(=O)c3ccccc3C1=O)C(C)(C)c1ssc(=S)c1-2 | -11 | 98 | 2 | 0 | -0.5
32 | O=C1CC(N2CCN(C/C=C/c3ccccc3)CC2)C(=O)N1CCc1ccccc1 (centres undefined) | 16 | 98 | 3 | 10 | -0.1
33 | CC(C)OCCCNc1ncc2c(n1)CC(c1cccs1)CC2=O (centres undefined) | -12 | 106 | -9 | 29 | -0.2
34 | Clc1cccc(Cc2nn[nH]n2)c1 | -12 | 100 | -2 | 5 | -0.2
35 | COc1cccc(NC(=S)NN=C2CCC(C(C)(C)C)CC2)c1 (centres undefined) | -7 | 105 | -6 | 4 | 0.0
36 | O=C(Nc1ncc(Cc2cccc(Cl)c2)s1)c1ccc([N+](=O)[O-])cc1 | 5 | 94 | 7 | 3 | -0.2
37 | Cn1cccc1Cc1nnc(SCC(=O)Nc2ccc3c(c2)OCCO3)n1CCc1ccccc1 | 13 | 106 | -6 | 18 | 0.0
38 | CCCCOC(=O)Nc1ccc(OC)cc1S(=O)(=O)N1CCOCC1 | -8 | 108 | -8 | 17 | 0.0
39 | O=C(/C=C/c1cccc([N+](=O)[O-])c1)Nc1ccc(Cl)cn1 | -10 | 113 | -14 | -18 | 0.3
40 | CCOC(=O)C(NC(=O)Nc1ccc(O)cc1)(c1ccccc1)C(F)(F)F (centres undefined) | -3 | 109 | -10 | 22 | -0.3

No. | APP transl inh | G6PDH counter | STAT3 act | Diaph act CS | STAT3 inh
31 | 3 | 13 | 108 | 1 | -6
32 | -5 | 5 | 94 | 0.9 | 11
33 | -12 | 20 | 103 | 0.7 | 2
34 | 3 | -1 | . | 0.9 | .
35 | -28 | 3 | 103 | 1 | -2
36 | 17 | 1 | 86 | 1 | 20
37 | -3 | 3 | 109 | 0.8 | -6
38 | 2 | 4 | 97 | 0.8 | 12
39 | -45 | 3 | 87 | 1.2 | 19
40 | 0 | 2 | 107 | 0.8 | -5

Next entries:
No. | structure | TLR4-MyD88 BLA | STAT1 activator | STAT1 blocker | Diaph inh CS | Hsp70 activator
41 | CCn1c2ccccc2c2cc(NC(=O)COC(=O)C3CCC(=O)N3)ccc21 (centres undefined) | 0 | 98 | 4 | 14 | 0.2
42 | C/C(CS(=O)(=O)c1ccccc1)=N\O | -10 | 100 | -2 | 11 | -0.1
43 | COc1cccc(NC(=O)C(=O)N2CCOCC2)c1 | 10 | 136* | -39 | -13 | 0.1
44 | CCOC(=O)c1sc(NC(=O)CSc2nnc(Cc3ccccc3)o2)c(C(=O)OCC)c1C | -6 | 92 | 9 | 11 | -0.5
45 | CC(C)(C)C(O)(CC#CCN1CCCC1)c1ccccc1 (centres undefined) | 1 | 96 | 2 | 5 | -0.5
46 | Cc1cc(NS(=O)(=O)c2ccc(NC(=O)Nc3ccccc3)cc2)no1 | -9 | 95 | 5 | 12 | -0.1

No. | APP transl inh | G6PDH counter | STAT3 act | Diaph act CS | STAT3 inh
41 | 10 | 5 | 104 | 0.9 | 0
42 | -8 | 9 | 109 | 0.9 | 1
43 | -39 | -1 | 113 | 1.1 | -12
44 | 15 | 2 | 92 | 0.9 | 15
45 | -5 | 10 | 99 | 1 | 5
46 | 10 | 3 | 99 | 0.9 | 7
